TSG101-PTAP inh = blocks PTAP/TSG101 interaction to inhibit HIV-1 budding; Q99816; Fluorescence polarization, FITC-PTAP peptide / Tsg101 binding; Potency, µM (doses to about 115 µM), without a hit: at the top dose activity change, negative = inhibition, actives largely listed as inhibitors; 340,000 tested, under 10 active; AID 493005; active = well fitted inhibition curve with a large enough effect in the main read-out, with a control signal flat, not every such curve was filed as active; inconclusive = small, poorly fitted or top-dose-only effect, or effect the other way, or a change in a side signal; inactive = no such curve, though single readings can be large or run the other way; note: potency is the fitted concentration of half-maximal effect; % of control where 0% means no effect
Target sequence (Q99816 whole entry, looked up): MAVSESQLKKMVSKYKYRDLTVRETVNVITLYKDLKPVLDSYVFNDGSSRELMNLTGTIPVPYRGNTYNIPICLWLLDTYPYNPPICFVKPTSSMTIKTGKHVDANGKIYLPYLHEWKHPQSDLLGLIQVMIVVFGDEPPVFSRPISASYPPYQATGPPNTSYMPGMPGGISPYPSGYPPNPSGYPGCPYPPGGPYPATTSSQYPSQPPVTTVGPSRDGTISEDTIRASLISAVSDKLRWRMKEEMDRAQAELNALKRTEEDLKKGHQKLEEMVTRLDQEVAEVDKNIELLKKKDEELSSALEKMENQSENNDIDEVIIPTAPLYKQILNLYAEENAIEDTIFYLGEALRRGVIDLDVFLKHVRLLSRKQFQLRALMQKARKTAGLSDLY
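Fluorescence polarization binding of Tsg101 binding domain (10 uM final) to FITC-labeled PTAP peptide (50 nM final) in HEPES pH 7.5 buffer with NaCl, Tween 20, EDTA, TCEP. Compounds added before peptide; binding 20 min at RT.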
CXXC DNA block = MLL CXXC-DNA interaction inhibition; MLL-CXXC / FITC-HOXA9 DNA fluorescence polarization; Potency, µM (doses to about 115 µM), for inactives: at the highest dose activity change, negative = inhibition, actives largely listed as inhibitors; actives 0.037% (n = 290,000); active = well fitted inhibition curve with a large enough effect in the polarisation, with a control signal flat, not every such curve was filed as active; inconclusive = small, poorly fitted or top-dose-only effect, or effect the other way, or a change in a side signal; inactive = no such curve, though single readings can be large or run the other way; the % refers to the polarisation; note: potency is the fitted concentration of half-maximal effect
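Purified MLL-CXXC (added from a 7 uM solution) was preincubated 5 min at ambient with pinned compounds in 50 mM Tris-HCl pH 7.5, 50 mM NaCl, 1 mM DTT, 0.05% BSA. Fluorescein-labeled HOX-A9 DNA (50 nM solution) followed, 30 min, then polarization read.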
TCR activator = T cell receptor activation. AID 504894. Potency, µM (series often up to 9.22 µM), without a hit: at the top dose activation of IL-2 secretion, most hits filed as activators. primary human leukocytes, anti-CD3, IL-2 HTRF, 48 h. 330,000 tested, under 10 active; note: % of control where 0% means no effect
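HTRF read-out of IL-2 secretion: europium cryptate donor excited at 320nm, d2 acceptor emission at 665nm. Cells were primary human leukocytes incubated 48 hr with compounds and a-CD3 beads, supplying TCR signal only.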
S-ASM inh = inhibitors of human secretory acid sphingomyelinase; Potency, µM (top dose mostly 57.5 µM), for the others: at the highest dose activity change, negative = inhibition, hits mostly inhibitors; actives 0.006% (n = 340,000); P17405; placental ASM, HMU-PC fluorogenic substrate, 60 min; note: potency is the fitted concentration of half-maximal effect
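Human placenta-derived ASM enzyme was preincubated with compound for 10 minutes at room temperature, then given fluorogenic substrate HMU-PC0 (9 uM final) for 60 minutes at 37 °C; a pH 10 stop preceded fluorescence reading at Ex 386/Em 447 nm.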
Mito fusion act = mitochondrial division inhibition or fusion activation; S. cerevisiae fusion-defective mutant growth rescue, CellTiterGlo 48 h; Potency, µM (series often up to 46.1 µM), without a hit: at the top dose growth rescue (activation), most hits filed as activators; actives 0.23% (n = 320,000); AID 485298;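 note: potency is the fitted concentration of half-maximal effect; % of control where 0% means no effect; nearly all actives have a fitted effect of over 45% in size; temperature-sensitive fusion mutants such as fzo1-1 at 37 °C on non-fermentable ethanol glycerol medium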
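Compounds are tested for their ability to restore growth of mitochondrial fusion-defective yeast strains at non-permissive 37C in YPEG medium over 48 hours. Viability is quantified by luciferase luminescence.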
Menin-MLL TR inh = menin-MLL binding inhibition, Texas Red mutant peptide. Menin + Texas Red MLL mutant peptide, fluorescence polarization. Potency, µM (top dose mostly 61.6 µM), without a hit: top-dose FP activity change, negative = inhibition, most hits filed as inhibitors. actives 0.23% (n = 270,000). AID 1768; active = well fitted inhibition curve with a large enough effect in the polarisation, with a control signal flat, not every such curve was filed as active; inconclusive = small, poorly fitted or top-dose-only effect, or effect the other way, or a change in a side signal; inactive = no such curve, though single readings can be large or run the other way; the % refers to the polarisation; note: potency is the fitted concentration of half-maximal effect; % of control where 0% means no effect; many of its hits are not listed in these tables
Target sequence (O00255 whole entry, looked up): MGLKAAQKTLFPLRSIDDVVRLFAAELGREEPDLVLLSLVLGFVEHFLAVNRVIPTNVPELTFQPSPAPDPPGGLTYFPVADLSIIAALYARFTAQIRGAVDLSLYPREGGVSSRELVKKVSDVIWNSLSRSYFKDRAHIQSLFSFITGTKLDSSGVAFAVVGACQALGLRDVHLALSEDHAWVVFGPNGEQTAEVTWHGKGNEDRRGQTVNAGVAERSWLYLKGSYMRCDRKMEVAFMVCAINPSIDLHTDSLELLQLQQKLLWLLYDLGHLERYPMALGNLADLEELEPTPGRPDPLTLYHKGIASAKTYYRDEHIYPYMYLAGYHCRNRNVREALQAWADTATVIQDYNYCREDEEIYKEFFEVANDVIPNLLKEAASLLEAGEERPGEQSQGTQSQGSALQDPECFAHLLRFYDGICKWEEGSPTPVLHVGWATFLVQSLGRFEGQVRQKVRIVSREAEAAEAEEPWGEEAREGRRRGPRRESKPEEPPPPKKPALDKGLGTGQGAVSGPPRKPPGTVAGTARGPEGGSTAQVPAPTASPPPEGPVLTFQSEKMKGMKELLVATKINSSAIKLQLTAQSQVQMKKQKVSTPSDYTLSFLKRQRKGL
A-T KAP1 phos = candidate therapy for ataxia-telangiectasia; […] A-T fibroblasts, KAP-1 phosphorylation AlphaLISA; neocarzinostatin DNA damage 30 min before lysis; Potency, µM (highest dose often 57.5 µM), for inactives: top-dose activation, usual class: activators; actives 0.19% (n = 320,000); AID 485349; note: potency is the fitted concentration of half-maximal effect; % of control where 0% means no effect; nearly all actives have a fitted effect of over 45% in size
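ATM-like activity read as KAP-1 phosphorylation via AlphaLISA donor/acceptor antibody pairs after lysis and 6 hr at 25C. Cells were ATM-null patient fibroblasts ([…], hTERT), dosed 60 min, then exposed to the DSB inducer NCS for 30 min.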
TSHR antagonist = human thyrotropin receptor antagonism; P16473; TSHR-expressing cells, TSH-stimulated cAMP HTRF, 2 h; stronger effect = lower value; activity change, negative = inhibition, % at 11.5 µM; actives 0.2% (n = 330,000); AID 504810;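 active = activity change below a set negative limit, meaning inhibition stronger than a set level, cut at about -70% in these data; inconclusive = activity change between two set negative limits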; note: % is set by controls: 0 for no effect and ±100 for the full control effect
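TSHR-expressing cells, 200/well, pre-treated with compound, then stimulated with EC80 TSH (4nM final) for 2 hours at 37 deg C. cAMP measured by competitive HTRF: anti-cAMP cryptate antibody in lysis buffer plus cAMP-d2, read after 30 minutes at room temperature.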
a7 integrin act = integrin-mediated muscular dystrophy alleviation activation | alpha7betagal myoblasts, beta-gal FDG fluorescence, 48 h | Potency, µM (series often up to 38.3 µM), for the others: top-dose activation, actives largely listed as activators | actives 0.064% (n = 350,000);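 note: potency is the fitted concentration of half-maximal effect; 100% = response of the positive control SU9516; nearly all actives have a fitted effect of over 60% in size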
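Alpha7betagal+/- myoblasts (passage 13) were plated 16-24 hr, then exposed to compounds (1:260 dilution of DMSO stock) for 48 hours at 37C. After MPER lysis, β-galactosidase reporter activity was read as FDG fluorescence (ex 480/em 540) after 30 minutes.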
MBNL1 CUG block = blocks human MBNL1 binding to CUG repeat RNA; Q9NR56; TR-FRET MBNL1-His/biotin-(CUG)12 binding, 665/545 ratio; Potency, µM (highest dose often 57.5 µM), without a hit: top-dose activity change, negative = inhibition, most hits filed as inhibitors; actives 0.036% (n = 280,000); AID 2675; active = well fitted inhibition curve with a large enough effect in the signal ratio, with a control signal flat, not every such curve was filed as active; inconclusive = small, poorly fitted or top-dose-only effect, or effect the other way, or a change in a side signal; inactive = no such curve, though single readings can be large or run the other way; the % refers to the signal ratio; note: potency is the fitted concentration of half-maximal effect; % is set by controls: 0 for no effect and ±100 for the full control effect
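Inhibition of protein-RNA binding appears as loss of TR-FRET between terbium anti-His antibody on MBNL1-His and streptavidin-XL665 on biotin-(CUG)12. Activity is normalized to buffer-only and uninhibited-complex controls.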
Active calls of the source: *; i = inactive; ? = inconclusive; . = not tested or not shown; & = joins results of further samples; [ ] = remark or other dose. Unless noted, calls come from the whole dose curve; as a rule, active = well fitted curve in the direction sought with a large enough effect; inconclusive = small, poorly fitted or top-dose-only effect, or another doubt; inactive = no such curve, though single readings can be large; an effect the other way counts as inactive or inconclusive. A portion of the library; the hit share may differ from the screen's.

Screens in order – TSG101-PTAP inh, CXXC DNA block, TCR activator, S-ASM inh, Mito fusion act, Menin-MLL TR inh, A-T KAP1 phos, TSHR antagonist, a7 integrin act, MBNL1 CUG block
(1) S=C=Nc1cccc(C2(N3CCCCC3)CCCCC2)c1
 : -1%, ., -1%, -4%, 3%, ?, 1%, 0, ., .
(2) COc1ccc2c(c1)[C@@]13CCCC[C@H]1[C@@H](C2)NCC3
 : ., -7%, ., ., -29%, ?, ., -17, ., .
(3) CC[C@@]1(O)C(=O)OCc2c1cc1n(c2=O)Cc2cc3c(NC(=O)CN)cccc3nc2-1
 : 1%, 13%, -1%, i, 6%, -18%, 0%, 19, 23%, ?
(4) CC1([N+](=O)[O-])COP(=O)(Nc2ccc(F)cc2)OC1 (centres undefined)
 : -5%, ., -1%, 0%, ., ., ., ., -17%, .
(5) CCC(=NCc1cccnc1)c1c(O)n(Cc2ccccc2)c(=O)[nH]c1=O
 : -6%, -1%, 3%, -1%, 2%, -8%, 23%, -4, 8%, 5%
(6) CC12CN3CC(C)(CN(C1)C3c1ccco1)C2=O (centres undefined)
 : -12%, -1%, 1%, 4%, 0%, -4%, 18%, 1, -11%, -8%
(7) Cc1cccc(-n2c(O)c(C=NCCN3CCNCC3)c(=O)[nH]c2=S)c1
 : -2%, -10%, 4%, 4%, 3%, 9%, ?, 4, 1%, 10%
(8) c1ccc2c(CN3CCCCCCC3)c[nH]c2c1
 : -1%, 14%, 4%, 5%, 1%, 9%, -7%, 2, -51%[inhibitor], 7%
(9) CCC(=Nc1ccc2c(c1)CCC2)c1c(O)n(C)c(=O)n(C)c1=O
 : 1%, 2%, -4%, 6%, -2%, 3%, 11%, -8, 20%, 2%
(10) C/C(N)=C(/C#N)C(=O)CSc1nc2cc(Cl)ccc2c(=O)n1-c1ccc(C)cc1
 : 2%, 2%, 1%[46.1 µM], 2%, 0%, ?, -1%, -7, 3%, -5%
(11) CC(=O)NC(=O)NC(C)Cc1ccccc1 (centres undefined)
 : -2%, -1%, 0%, 3%, 7%, -2%, -8%, 2, 3%, -1%
(12) CCCC(C)n1[nH]c(=O)c2c1NC(=O)CSC2c1ccccc1 (centres undefined)
 : -7%, 2%, 3%, -1%, -5%, ., 1%, -5, 9%, -1%
(13) COc1cc(C=C2C(=O)NC(=O)NC2=O)ccc1OCc1ccc([N+](=O)[O-])cc1
 : -1%, -13%, -3%, -6%, 0%, 28%, 9%, 11, 12%, ?
(14) CN(C)c1nc(OCCNC(=O)COc2ccc(Cl)cc2Cl)nc(N2CCCCC2)n1
 : -5%, -4%, 2%[46.1 µM], -9%, 11%, -21%, -7%, -1, -15%, -4%
(15) CC(C)NS(=O)(=O)c1ccc(OCC(=O)N2CCN(Cc3ccccc3)CC2)cc1
 : -3%, ., -5%, 12%, ., ., ., ., -17%, .
(16) Cc1ccc(-c2nn(Cc3ccccc3)cc2C(=O)O)cc1
 : -7%, -6%, 5%, -2%, 4%, ., 8%, -4, 22%, 7%
(17) Fc1cccc(C2NCc3ccccc3-n3cccc32)c1 (centres undefined)
 : 1%, -2%, 5%, -4%, -7%, 0%, -5%, -1, 0%, 0%
(18) CSc1ccc(C(c2c(O)c3ccccc3oc2=O)c2c(C)n(C)n(-c3ccccc3)c2=O)cc1 (centres undefined)
 : -4%, ?, -1%, 1%, 13%, 19%, 7%, 24, 14%, -10%
(19) Cc1cccn2c(=O)c3c(nc12)N1CCCCC1C1(C3)C(=O)N(C)C(=O)N(C)C1=O (centres undefined)
 : -9%, 6%, -28%, 6%, -1%, ., 4%, 1, 26%, .
(20) O=[N+]([O-])c1ccc(N2CCCC(C(F)(F)F)C2)c2ccncc12 (centres undefined)
 : 0%, 4%, 7%, -2%[11.5 µM], 27%, -6%, -4%, -14, -65%[inhibitor], ?

Additional records follow.
Screens in order – TSG101-PTAP inh, CXXC DNA block, TCR activator, S-ASM inh, Mito fusion act, Menin-MLL TR inh, A-T KAP1 phos, TSHR antagonist, a7 integrin act, MBNL1 CUG block
(21) COc1ccc2c(c1O)-c1c(OC)c(OC)cc3c1[C@H](C2)N(C)CC3
 : -4%, ., 15%, 1%, -3%, -12%&-15%[24.8 µM], -4%, 1, ., .
(22) COC(=O)C1=C(c2ccc(OCc3ccccc3)cc2)C[C@@H]2CC[C@H]1N2C(=O)NC1CCN(Cc2ccccc2)CC1
 : -1%, ., -6%, -13%, 10%, ., 0%, -18, -42%, .
(23) CN1CCCN(C(=O)COc2ccc(F)cc2Cl)CC1
 : -2%, -4%, -1%, 1%, -19%, ., 2%, 4, 30%, 4%
(24) N#Cc1cn(C2OC(CO)C(O)C2O)c2ncnc(N)c12 (centres undefined)
 : -3%, ., 0%, 4%, ., ., ., ., ?, .
(25) COc1ccc(/C=C2/C(=O)NC(=O)N(c3ccc(C)c(C)c3)C2=O)cc1CN1C(=O)c2ccccc2C1=O
 : -4%, ?, 3%[46.1 µM], 0%, -2%, 15%, 6%, 2, -9%, 17%
(26) CCn1ccnc1CN1CCCC(C(=O)c2cc(C)c(OC)c(C)c2)C1 (centres undefined)
 : -3%, -24%, -2%, -2%, -11%, -9%, 3%, 6, 0%, -10%
(27) Cc1ccc2nsnc2c1-n1c(C)nc2ccccc2c1=O
 : 0%, 9%, -1%, -4%, 1%, -1%, 3%, 3, -10%, ?
(28) OCCCCO
 : 0%, ., 4%, -3%, -1%, ., 5%, -16, ., .
(29) COc1ccc(/C=C/C=C2C(=O)NC(=S)NC2=O)cc1
 : 5%, ., -3%, -1%, ., ., ., ., 2%, .
(30) CC1C(=O)OC2CCN3CC4OC4(COC(=O)C(C)(O)C1(C)O)C23 (centres undefined)
 : -3%, ., -3%, 2%, ., ., ., ., 15%, .
(31) O=C(COc1ccc(S(=O)(=O)N2CCOCC2)cc1)N1CCN(Cc2ccc3c(c2)OCO3)CC1
 : -3%, -1%, 4%, 2%, -3%, -4%, ., -22, -24%, -10%
(32) NP(=O)(Nc1ccccc1)Nc1ccccc1
 : -1%, ., -2%, -2%, ., ., ., ., -20%, .
(33) O=c1[nH]c(O)c(/C=C2\C=NN=C2c2ccccc2)c(=O)[nH]1
 : -17%, ?, 2%, 3%, -2%, 3%, -2%, 1, 25%, -3%
(34) Cn1c(=O)oc2cc(S(=O)(=O)Nc3cccc([N+](=O)[O-])c3)ccc21
 : -3%, 5%, 0%, 1%, ?, 8%, -7%, -8, 8%, ?
(35) COCCCn1c(-c2ccc(OC)cc2)cc(C(=O)NC2CCCCCCC2)c1C
 : -10%, 8%, 0%[46.1 µM], -4%, 27%, ?, 3%, -19, -18%, .
(36) CCc1ccc(N2C(=O)NC(=O)/C(=C/c3cccn3CCOc3ccc(C)cc3)C2=O)cc1
 : 0%, -27%, -1%[46.1 µM], -6%, -1%, -12%, 13%, 7, -13%, 3%
(37) COc1cc(-n2c(=S)[nH]c3ccccc3c2=O)c(Cl)cc1Cl
 : -9%, 3%, 1%, -5%, -9%, ?, -3%, 2, -13%, 2%
(38) Cc1nc2ccccc2c(=O)n1-c1ccc(F)cc1F
 : -2%, -11%, 1%, 3%, 1%, ., ., 12, -10%, -12%

From compound 21 up to 22, copied from above:
Screens in order – TSG101-PTAP inh, CXXC DNA block, TCR activator, S-ASM inh, Mito fusion act, Menin-MLL TR inh, A-T KAP1 phos, TSHR antagonist, a7 integrin act, MBNL1 CUG block
(21) COc1ccc2c(c1O)-c1c(OC)c(OC)cc3c1[C@H](C2)N(C)CC3
 : -4%, ., 15%, 1%, -3%, -12%&-15%[24.8 µM], -4%, 1, ., .
(22) COC(=O)C1=C(c2ccc(OCc3ccccc3)cc2)C[C@@H]2CC[C@H]1N2C(=O)NC1CCN(Cc2ccccc2)CC1
 : -1%, ., -6%, -13%, 10%, ., 0%, -18, -42%, .

Profiles, quoted from the list. Order of values: TSG101-PTAP inh | CXXC DNA block | TCR activator | S-ASM inh | Mito fusion act | Menin-MLL TR inh | A-T KAP1 phos | TSHR antagonist | a7 integrin act | MBNL1 CUG block
CC1([N+](=O)[O-])COP(=O)(Nc2ccc(F)cc2)OC1 (centres undefined) is listed as -5% | . | -1% | 0% | . | . | . | . | -17% | .
COc1ccc(/C=C/C=C2C(=O)NC(=S)NC2=O)cc1 is listed as 5% | . | -3% | -1% | . | . | . | . | 2% | .

Assay outcomes from PubChem.
